# TDP1 cell noCPT: qHTS for Inhibitors of human tyrosyl-DNA phosphodiesterase 1 (TDP1): qHTS in cells in absence of CPT; DT40 Tdp1-/- hTDP1 cells, no CPT, ATP luminescence, 48 h; Potency, µM (titrated, usually from 46.2 µM), inactives show top-dose activity change, negative = growth inhibition, actives largely listed as inhibitors; 420,000 tested, 15% active; further: nearly all actives have a fitted effect of over 55% in size
#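 Stably hTDP1-transfected Tdp1-null chicken DT40 cells were treated with library compounds minus camptothecin and grown for at least 48 hr at 37 °C, after which cellular ATP was quantified by luminescence.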
# DT40 TDP1 CPT: DT40-hTDP1 cell growth loss with CPT; Potency, µM (series often up to 46.2 µM), for the others: at the top dose activity change, negative = growth inhibition, usual class: inhibitors; chicken DT40 Tdp1-/-;hTDP1 cells + 20 nM CPT, ATP luminescence, 48 h; AID 686979; 420,000 tested, 12% active; further: nearly all actives have a fitted effect of over 55% in size
#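 Chicken DT40 Tdp1-/- cells complemented with human TDP1, 400 cells/well, exposed to compounds plus 20 nM camptothecin for at least 48 h at 37 C; viability read as ATP content by CellTiter-Glo luminescence.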
# KAT2A inh: inhibitors of human GCN5L2 histone acetyltransferase; 390,000 tested, 0.21% active; GCN5L2 HAT assay, ThioGlo1 CoA-SH fluorescence; AID 504327; Potency, µM (highest dose often 58.9 µM), inactives show at the top dose activity change, negative = inhibition, hits mostly inhibitors; Q92830
# Target sequence (Q92830 whole entry, looked up): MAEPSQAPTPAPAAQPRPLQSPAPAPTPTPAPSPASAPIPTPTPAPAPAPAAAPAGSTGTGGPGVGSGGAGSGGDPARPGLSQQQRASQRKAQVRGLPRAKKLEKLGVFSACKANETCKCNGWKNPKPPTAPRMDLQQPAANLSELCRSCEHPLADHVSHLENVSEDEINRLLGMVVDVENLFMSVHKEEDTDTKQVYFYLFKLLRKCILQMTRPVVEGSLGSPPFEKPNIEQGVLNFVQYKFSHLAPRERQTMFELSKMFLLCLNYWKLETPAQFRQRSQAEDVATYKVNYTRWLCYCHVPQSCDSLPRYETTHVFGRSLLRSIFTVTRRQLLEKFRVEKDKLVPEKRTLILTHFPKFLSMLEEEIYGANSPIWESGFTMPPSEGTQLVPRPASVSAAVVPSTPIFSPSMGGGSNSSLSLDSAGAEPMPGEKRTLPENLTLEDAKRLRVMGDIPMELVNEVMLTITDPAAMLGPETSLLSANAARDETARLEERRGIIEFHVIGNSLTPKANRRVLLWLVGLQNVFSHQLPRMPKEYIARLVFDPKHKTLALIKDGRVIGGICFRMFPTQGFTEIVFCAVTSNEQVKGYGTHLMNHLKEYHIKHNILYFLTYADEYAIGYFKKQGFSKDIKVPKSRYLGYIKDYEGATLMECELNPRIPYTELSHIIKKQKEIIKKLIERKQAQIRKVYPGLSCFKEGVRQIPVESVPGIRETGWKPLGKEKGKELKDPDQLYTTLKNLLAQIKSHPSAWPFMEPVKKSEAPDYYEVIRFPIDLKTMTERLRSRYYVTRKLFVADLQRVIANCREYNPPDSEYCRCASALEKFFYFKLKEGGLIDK
#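 ThioGlo1-coupled HAT assay: 20nM GCN5L2, 70uM acetyl-CoA, 75uM H3(1-25) peptide, pH 7.5. Fluorescence read at 340/540nm at start and after 20 min at room temperature.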
# The depositor's hits bear a star; u = inconclusive; x = not tested or not shown; & = joins results of further samples. The call rests on the fitted dose curve; in most records, active means well fitted curve in the direction sought with a large enough effect; inconclusive means small, poorly fitted or top-dose-only effect, or another doubt; inactive means no such curve, though single readings can be large; an effect the other way counts as inactive or inconclusive. On the % scale 0 is the no-effect control and ±100 the full control effect; potency means the concentration at half of the fitted maximal effect.
SMILES,TDP1 cell noCPT,DT40 TDP1 CPT,KAT2A inh
COc1ccccc1NC(C)=[N+](C)CCNS(=O)(=O)c1ccc(Cl)cc1,-29.7%,u,u
CC1=CC(C)(C)N2C(=O)C(=Nc3ccc(O)cc3)c3cccc1c32,3.26µM*,4.11µM*,-0.2%
CO/N=C(\N)c1ccc([N+](=O)[O-])cc1,-16.8%,-17.6%,3.9%
COc1ccccc1NC(=O)c1c(O)c2ccccc2[nH]c1=O,-12.6%,-13.6%,-28.5%
COCCNC(=S)N(CCc1c(C)[nH]c2ccc(C)cc12)Cc1cccnc1,-10.3%,-23.2%,7.2%
c1ccc(CCC2=NCCn3cccc32)cc1,-6.6%&-19.7%,5.4%&-0.6%,-6.2%
CCOc1ccccc1NC(=O)C1CC2CCCC(C1)C2=O (stereo not given),-13.6%,-8.8%,-1.5%
CC1Cc2ccccc2N1c1ncnc(N)c1[N+](=O)[O-] (stereo not given),1.46µM*,4.11µM*,-1.8%
CCOC(=O)N1CCc2c(sc(N)c2C#N)C1,u,u,2.2%
CCCCn1c(CCNC(=O)c2cccs2)nc2ccccc21,-31.0%,-31.6%,0.6%
Cc1cc(NC(=O)CSc2sc3c(O)cc(=O)[nH]c3c2C#N)ccc1Br,12.8%,7.4%,u
O=C(Nc1cccc2ccccc12)NC(Cc1ccccc1)C(=O)O (stereo not given),3.5%,6.6%,-3.3%
COc1cccc(C2=NOC(C(=O)Nc3cccnc3Cl)C2)c1 (stereo not given),-28.5%,0.4%,-2.5%
CSc1ccc(C2=C/C(=C3/SC(=S)NC3=O)c3ccccc3O2)cc1,u,u,x
Cc1ccc(-n2c(C)cc(/C=N/NC(=O)CN(c3ccc(C)cc3C)S(C)(=O)=O)c2C)cc1,20.6µM*,u,-9.2%
COC(=O)CN1C(=S)N(c2ccc(F)cc2)C(=O)C1CC(=O)Nc1ccc(F)cc1 (stereo not given),-6.7%,-8.9%,-7.6%
O=C(Cc1ccc(N2CCNC2=O)cc1)N1CCCC(Nc2cccc(F)c2)C1 (stereo not given),2.06µM*,2.91µM*,3.6%
Cc1ccccc1C(=O)NC(=S)NCc1ccccc1,u,15.1%,-6.5%
O=C(COc1ccccc1[N+](=O)[O-])N(Cc1ccco1)C1CCS(=O)(=O)C1 (stereo not given),16.5%,0.1%,1.8%
COc1cc(NS(=O)(=O)c2ccc(NC(=O)/C(=C\c3ccccc3OC)NC(=O)c3ccccc3)cc2)nc(OC)n1,0.2%,-0.5%,-8.0%

# Shown with bars between the fields: entries from further up.
molecule | TDP1 cell noCPT | DT40 TDP1 CPT | KAT2A inh
CCOc1ccccc1NC(=O)C1CC2CCCC(C1)C2=O (stereo not given) | -13.6% | -8.8% | -1.5%
CC1Cc2ccccc2N1c1ncnc(N)c1[N+](=O)[O-] (stereo not given) | 1.46µM* | 4.11µM* | -1.8%

# The listing picks up; the two compounds before the break are reprinted first.
SMILES,TDP1 cell noCPT,DT40 TDP1 CPT,KAT2A inh
O=C(COc1ccccc1[N+](=O)[O-])N(Cc1ccco1)C1CCS(=O)(=O)C1 (stereo not given),16.5%,0.1%,1.8%
COc1cc(NS(=O)(=O)c2ccc(NC(=O)/C(=C\c3ccccc3OC)NC(=O)c3ccccc3)cc2)nc(OC)n1,0.2%,-0.5%,-8.0%
O=C(Nc1cccc(F)c1)NC1CCCCCCC1,u,18.4µM*,-2.8%
COCc1cccc(-c2csc(C(NC(C)=O)c3cccc(OC)c3)n2)c1 (stereo not given),u,-23.9%,x
COc1ccccc1C(=O)Nc1c2c(nn1-c1ccc(Cl)cc1)CS(=O)(=O)C2,4.9%,-4.2%,-4.8%
CC(=O)N1c2ccc(S(=O)(=O)N(C)Cc3ccco3)cc2CC1C (stereo not given),-11.8%,-8.2%,-4.0%
Cc1ccc(S(=O)(=O)Nc2ccc(Nc3nccn4c(-c5ccccc5Oc5ccccc5)cnc34)cc2)cc1,u,u,x
CC(=O)Nc1cc(C(=O)OCc2cccc([N+](=O)[O-])c2)ccc1C,-1.8%,11.3%,-2.5%
COCC(=O)Nc1cccc(C(F)(F)F)c1,-17.0%,-0.1%,3.0%
CCCN(CCC)CCCNC(=O)c1nn(C)c2c1CS(=O)(=O)c1ccccc1-2,-3.0%,8.1%,1.8%
COC(=O)c1sccc1NS(=O)(=O)c1ccccc1[N+](=O)[O-],-19.3%,4.9%,-1.2%
COc1ccc(C2=NS(=O)(=O)N(C)C(C(=O)N3C(C)CCCC3C)=C2)cc1 (stereo not given),u,u,-10.3%
CCc1cc(C(N)=S)ccn1,7.3%&1.6%&-14.5%&2.8%,-11.2%&-8.6%&-28.3%&-3.3%,-4.8%
O=C(CSc1nc2ccccc2c(=O)n1CCC(=O)N1CCCCC1)NCc1ccccc1,-27.5%,u,-2.6%
CCCc1cc(=O)oc2cc(C)cc(OC(=O)c3ccco3)c12,18.4µM*,23.1µM*,-0.5%
COc1ccc(N2C(=O)CC(Sc3nc4c(cc3C#N)CCC4)C2=O)cc1 (stereo not given),-20.3%,1.6%,2.2%
Cc1ccc(N2C(=O)C3C4C=CC(CNC(=S)N5CCN(c6cccc(C)c6)C(C)C5)(O4)C3C2=O)cc1 (stereo not given),4.61µM*,9.2µM*,-13.9%
O=C(Nc1ccc2c(c1)C(=O)OC2)c1ccc(Cl)cc1,-5.9%,-0.9%,-0.4%
CCC(C)N(C(=O)Cn1cnc2c1c(=O)n(C)c(=O)n2C)C1CCS(=O)(=O)C1 (stereo not given),6.8%,-2.5%,3.4%
CC(C)NC(=O)N(C)C[C@H]1Oc2ccc(NC(=O)CCC(F)(F)F)cc2C(=O)N([C@H](C)CO)C[C@@H]1C,0.4%,9.8%,0.6%
O=C(Oc1cccnc1)c1ccco1,1.0%,-0.4%,0.4%
CC(C)CCNC(=O)C(c1cccnc1)N(Cc1ccccc1)C(=O)Cn1nnc2ccccc21 (stereo not given),-1.0%,-4.2%,x
Cc1ccc2onc(CNC(=O)N3CCN(c4cccc(C)c4C)CC3)c2c1,u,u,-11.2%
N#CC1=C(N)OC2=C(C(=O)CCC2)C1CCc1ccccc1 (stereo not given),2.8%,1.9%,-3.9%
CCOC(=O)c1c(C)oc2ncnc(Nc3ccc(OC)cc3OC)c12,5.4%,14.9%,2.2%
Cc1c(N2C(=O)/C(=C/C3CC=CCC3)SC2=S)c(=O)n(-c2ccccc2)n1C (stereo not given),u,18.4µM*,-22.4%
CCOc1ccc(-c2cnc(NCc3cccc(Cl)c3)n2C)cc1,u,u,-2.8%
COc1ccc(COCCN2CCN(S(=O)(=O)c3ccc(C)cc3)CCC2=O)cc1,u,20.6µM*,-10.4%&-2.6%
CNC(=O)c1c(NC(=O)c2cc(=O)c3ccccc3o2)sc2c1CCC2,-0.2%,0.9%,-10.1%
Cc1nn(-c2ccncc2)c2c1C(=O)CC(C)(C)C2Br (stereo not given),-16.9%,-27.4%,x
CCOC(=O)C1CCN(C(=O)c2n[nH]c(=O)c3ccccc23)CC1,-0.1%,-9.9%,2.1%
O=C(NCc1cccnc1)c1cc(C2CCCCN2C(=O)c2cccs2)on1 (stereo not given),-25.7%,-29.2%,x
Cc1ccc(C(c2sc3nc(-c4ccco4)nn3c2O)N2CCOCC2)cc1 (stereo not given),-2.4%,-0.3%,-10.7%
COc1ccc(C)cc1NS(=O)(=O)c1ccc2c3c(cccc13)C(=O)N2,u,4.11µM*,-7.8%
CC(C)(C)CC(=O)Nc1nnc(-c2cccs2)s1,-6.5%,1.4%,0.3%
CC1(C(=O)NS(=O)(=O)c2ccccc2Cl)CCN1C(=O)CCc1ccc(Cl)cc1Cl (stereo not given),-13.2%,-24.5%,x
COc1ccc(C2C(C(C)=O)=C(O)C(=O)N2c2ccccn2)cc1 (stereo not given),-18.3%,13.9%,-24.8%
CCOC(=O)N1CCN(C(=O)C[C@@H]2C[C@@]3(C(=O)OC)CCCCC=C3N(Cc3ccco3)C2=O)CC1,u,-17.8%,x
COc1ccc(-c2ccc3c(c2)C2CC3CCN2S(=O)(=O)c2ccccc2C)cc1 (stereo not given),16.4µM*,u,x
O=c1[nH]c(CSc2nnc(NCCCN3CCOCC3)s2)nc2cc(Cl)ccc12,0.2%,-29.1%,-1.5%
COc1cc(OC)c(NC(=O)c2c(-c3ccccc3)noc2C)cc1Cl,0.7%,-5.3%,0.5%
O=S(=O)(NCCc1csc(-c2cccnc2)n1)c1ccc2c(c1)OCCO2,-23.3%,u,-0.1%
Cc1cc(NC(=O)C2CCN(S(=O)(=O)Cc3ccccc3)CC2)ccc1-n1cnnn1,u,u,-4.1%
CCOc1cccc(CC(=O)N2CCc3c([nH]c4ccccc34)C2c2ccc(F)cc2)c1OCC (stereo not given),25.9µM*,u,u
CCc1ccc(-n2c(=O)c3c(C)c(C(=O)N(C)C)sc3n(Cc3ccccc3C#N)c2=O)cc1,-22.3%,-22.0%,-0.1%
CC(Oc1ccc(Cl)cc1)C(=O)Nc1cccc(S(=O)(=O)N2CCOCC2)c1 (stereo not given),-11.6%,u,-3.5%
COc1cc(C2/C(=C(\O)c3ccc4c(c3)OCCO4)C(=O)C(=O)N2Cc2ccccc2)ccc1O (stereo not given),0.4%,10.3%,-26.8%
Cc1nc2ccc(C(=O)OCc3nnc(-c4ccc(Br)cc4)o3)cc2nc1C,-12.7%,-20.9%,-0.6%
Cc1cccc(C(=O)OCC(=O)Nc2c(C)nn(-c3ccccc3)c2C)c1O,5.8%,-6.5%,0.1%
COc1cc2c(cc1OC)C(c1c(Cl)cccc1Cl)NC(=O)C2 (stereo not given),u,u,-12.9%
CCCCNC(=O)C1(C)CCN1C(=O)c1ccc(OC)c(C(F)(F)F)c1 (stereo not given),u,u,x
CCOc1cc2oc(=O)c3c(c2cc1Cl)CCC3,u,-18.2%,-1.3%
CCC(=O)NCCc1nc2ccccc2n1Cc1ccccc1,u,u,-5.0%
Cn1cc(P(=S)(N2CCOCC2)N2CCOCC2)cc1P(=S)(N1CCOCC1)N1CCOCC1,0.6%,3.1%,-7.8%
COc1ccccc1-c1nc(-c2ccc(C)nc2OC)no1,u,u,-9.3%
CSc1ccc(S(=O)(=O)N2CCC(C(=O)Nc3ccc(C(N)=O)cc3)CC2)cc1,-5.6%,8.9%,-1.6%
Cc1ccc(N(CC(=O)NCc2ccc3c(c2)OCO3)S(=O)(=O)c2c(C)noc2C)cc1,23.1µM*,u,-2.2%
CC1(C)Cc2nc3sc4c(N(CCO)CCO)nnnc4c3cc2CO1,-21.5%,-26.5%,-4.4%
COc1ccc(NC(=S)N(CCCN2CCOCC2)Cc2ccccn2)cc1,-2.2%,4.9%,-4.7%
O=C(CN1CCCCC1)Nc1nc(-c2ccc(F)c(F)c2)cs1,u,u,-8.4%
COc1ccc(CN(CC(=O)NCC2CCCO2)C(=O)CNS(=O)(=O)c2ccccc2)cc1 (stereo not given),-26.3%,6.5%,2.3%
Cc1cccc(-n2c(-c3ccncc3)n[nH]c2=S)c1C,0.9%,0.8%,-11.4%

# Entries of single compounds, quoted from the list. Values in the order: TDP1 cell noCPT	DT40 TDP1 CPT	KAT2A inh
# Cn1cc(P(=S)(N2CCOCC2)N2CCOCC2)cc1P(=S)(N1CCOCC1)N1CCOCC1 in the list: 0.6%	3.1%	-7.8%
# CCC(=O)NCCc1nc2ccccc2n1Cc1ccccc1 in the list: u	u	-5.0%
# CSc1ccc(S(=O)(=O)N2CCC(C(=O)Nc3ccc(C(N)=O)cc3)CC2)cc1 in the list: -5.6%	8.9%	-1.6%
# Cc1cc(NC(=O)C2CCN(S(=O)(=O)Cc3ccccc3)CC2)ccc1-n1cnnn1 in the list: u	u	-4.1%
# CC1(C)Cc2nc3sc4c(N(CCO)CCO)nnnc4c3cc2CO1 in the list: -21.5%	-26.5%	-4.4%

# New compounds follow.
SMILES,TDP1 cell noCPT,DT40 TDP1 CPT,KAT2A inh
CC(=O)NC(=S)Nc1ccc(NC(=O)c2cccnc2)cc1,7.6%,13.6%,-17.8%
CN(C)c1nc(NCc2ccccc2)nc(SCC(=O)Nc2ccc(Cl)c(Cl)c2)n1,u,20.6µM*,-9.9%
C[C@H](NC(=O)Nc1ccccc1F)C(=O)O,-1.7%,-0.4%,-7.1%
NS(=O)(=O)c1ccc(CCNc2ccn3nc(-c4ccccc4)cc3n2)cc1,u,25.9µM*,x
CC(C)CSc1nc2ccccc2n1CC(=O)O,5.8%,5.1%,7.4%
COc1ccc(C(C)=O)cc1COC(=O)c1cc2ccccc2cc1O,u,u,-7.6%
CCc1n[nH]c2c1/C(=N\O)CC(C)(C)C2,-4.1%,2.0%,-0.9%
CCOC(=O)/C(C#N)=C1/C=CN(c2ccccc2)C=N1,-23.9%,-23.4%,-13.6%
Cc1ccc(C)c(NC(=O)CCC(=O)N/N=C/c2ccc[nH]2)c1,2.3%,-1.9%,-2.1%
CCOC(=O)C1=C(C)N(C)C(=O)NC1c1c(OC)ccc2ccccc12 (stereo not given),-18.5%,-1.7%,0.1%

# Source: PubChem BioAssay

# The order is random; overall some 18% were active at least once.
